GLP-1R agonist = GLP-1 receptor (human) agonism | HEK293 GLP-1R CRE-luciferase, luminescence, 4-6 h; cells express a hypersensitive GLP-1R form | Potency, µM (doses to about 45.6 µM), for inactives: at the highest dose activation, actives largely listed as activators | P43220 | actives 0.007% (n = 380,000) | AID 624172; also: potency is read from the fitted curve at half-maximal effect; % of control where 0% means no effect
Target sequence (P43220 whole entry, looked up): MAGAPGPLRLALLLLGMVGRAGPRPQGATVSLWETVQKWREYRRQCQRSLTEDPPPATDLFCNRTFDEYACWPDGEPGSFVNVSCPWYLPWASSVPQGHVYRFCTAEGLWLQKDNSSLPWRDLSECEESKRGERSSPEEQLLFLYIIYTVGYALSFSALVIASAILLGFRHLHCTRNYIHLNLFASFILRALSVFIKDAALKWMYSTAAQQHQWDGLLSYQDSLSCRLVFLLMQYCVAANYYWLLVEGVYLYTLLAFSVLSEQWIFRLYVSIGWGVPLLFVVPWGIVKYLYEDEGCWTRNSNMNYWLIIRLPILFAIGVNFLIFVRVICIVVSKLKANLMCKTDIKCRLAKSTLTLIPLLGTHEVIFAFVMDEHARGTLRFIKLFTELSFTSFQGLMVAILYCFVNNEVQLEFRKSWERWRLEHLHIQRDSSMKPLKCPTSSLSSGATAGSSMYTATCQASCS
D3 antag = antagonists of human D3 dopamine receptor; actives 2.5% (n = 360,000); AID 652054; P35462; max response, negative = inhibition, %; D3R cells, DiscoveRx beta-arrestin luminescence, antagonist mode; stronger effect = lower value; in the data active = max response below about -50%; inconclusive = no clear call, values can overlap the other calls; also: % is scaled to controls: 0 for no effect and ±100 for the full control effect; mostly tested at two doses, the higher about 12 µM
Target sequence (P35462 whole entry, looked up): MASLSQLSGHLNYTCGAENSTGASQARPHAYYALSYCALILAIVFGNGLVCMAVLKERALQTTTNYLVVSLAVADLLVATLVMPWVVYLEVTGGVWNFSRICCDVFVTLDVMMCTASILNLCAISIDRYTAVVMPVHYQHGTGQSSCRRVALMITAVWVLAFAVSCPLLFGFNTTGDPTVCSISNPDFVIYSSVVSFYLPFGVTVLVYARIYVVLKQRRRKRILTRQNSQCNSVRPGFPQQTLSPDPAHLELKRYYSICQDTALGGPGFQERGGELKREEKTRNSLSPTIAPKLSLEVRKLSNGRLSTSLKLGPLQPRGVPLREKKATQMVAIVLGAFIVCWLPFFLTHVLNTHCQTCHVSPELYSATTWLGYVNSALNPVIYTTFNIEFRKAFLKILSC
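Cells expressing the human receptor were seeded at 1500 cells/well, incubated overnight at 37 degrees C in 5% CO2, then exposed to library compounds with dopamine controls for 90 minutes at 37 degrees C before luminescent detection.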
KB-V1 MDR tox = kills drug-selected multidrug resistant KB-V1 cells. Potency, µM (highest dose often 46.1 µM), inactives show top-dose activity change, negative = cytotoxicity, usual class: cytotoxic. KB-V1 MDR cells viability, CellTiter-Glo, 72 h. actives 3.4% (n = 400,000); also: potency is read from the fitted curve at half-maximal effect; % is scaled to controls: 0 for no effect and ±100 for the full control effect; nearly all actives have a fitted effect of over 60% in size
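Following 72 h at 37 degrees C with compound, KB-V1 cell viability was read by CellTiter-Glo luminescence, medium being phenol-red-free DMEM plus 10% FBS; concentration-response parameters came from normalized, curve-fitted qHTS data.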
TDP43 rescue = TDP-43 toxicity inhibition in yeast; TDP-43 expressing yeast growth rescue, BacTiter-Glo, 24 h; Potency, µM (titrated, usually from 46.1 µM), for inactives: top-dose growth rescue (activation), most hits filed as activators; actives 1.8% (n = 410,000); AID 652104; also: potency is read from the fitted curve at half-maximal effect; % of control where 0% means no effect; nearly all actives have a fitted effect of over 50% in size
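Yeast expressing TDP-43 (pregrown in raffinose, seeded at OD600=0.02 in galactose medium) exposed to compounds 24 hr at 30 deg C. Growth read by BacTiter-Glo luminescence; rescue of toxicity appears as increased signal.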
PTHR1 agonist = PTHR1 (human) receptor agonism. HEK293 GP2 PTHR1 cells, GloSensor cAMP luminescence, 1 h. Potency, µM (doses to about 115 µM), without a hit: top-dose activation, most hits filed as activators. actives 0.075% (n = 410,000); also: potency is read from the fitted curve at half-maximal effect; nearly all actives have a fitted effect of over 55% in size; some results filed as inactive show a strong effect at the top dose; inactives centre near -15; many of its hits are not listed in these tables
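HEK-293-derived GP2 cells expressing PTHR1 and a GloSensor cAMP reporter, 3,000/well, plated overnight, given luciferin plus IBMX (each 0.5 mM as added) for 1 h at 37 °C, then compound for 1 h at 37 °C. Luminescence was read after 15 min at room temperature.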
HEK293 tox = cytotoxic in the GLP-1 receptor inverse agonist counter-screen. actives 0.13% (n = 410,000). AID 624418. Potency, µM (top dose mostly 38.3 µM), inactives show at the highest dose activity change, negative = inhibition, usual class: inhibitors. HEK293 cAMP-luciferase reporter cells, luminescence, 24 h;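 also: loss of luciferase light is scored as toxicity; potency is read from the fitted curve at half-maximal effect; % is scaled to controls: 0 for no effect and ±100 for the full control effect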
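A 23 nL compound transfer followed 12 hours of cell culture at 37 deg C; exposure then lasted 24 hr. Luciferase assay detection reagent was dispensed and plates read for luminescence after a 12 min room-temperature wait.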
GLP-1R inv ag = inverse agonists of human GLP-1 receptor; P43220; HEK293 GLP-1R CRE-luciferase, luminescence, 24 h; GLP-1R form is constitutively active; Potency, µM (series often up to 38.3 µM), inactives show top-dose activity change, negative = inhibition, actives largely listed as inhibitors; actives 1.6% (n = 410,000); AID 624417; also: potency is read from the fitted curve at half-maximal effect; % is scaled to controls: 0 for no effect and ±100 for the full control effect; nearly all actives have a fitted effect of over 55% in size
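GLP-1R inverse agonism mode: basal reporter luminescence in engineered HEK293 cells measured after one day of compound exposure at 37 deg C, with a 12 min room-temperature detection step.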
aSyn yeast inh = inhibitors of alpha-synuclein toxicity in yeast; Yeast expressing alpha-synuclein, growth rescue, BacTiter-Glo, 24 h; Potency, µM (highest dose often 46.1 µM), for inactives: at the highest dose growth rescue (activation), hits mostly activators; actives 0.14% (n = 370,000); AID 652106; also: potency is read from the fitted curve at half-maximal effect; % of control where 0% means no effect; nearly all actives have a fitted effect of over 65% in size
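Screening used galactose-induced yeast with toxic alpha-synuclein levels, exposed to compound for 24 hr at 30 deg C. Cell growth, read with BacTiter-Glo luminescence, gave the measured signal.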
DRD3 agonist = agonists of human D3 dopamine receptor; P35462; D3R DiscoveRx beta-arrestin cells, luminescence, 90 min; max activation, %; actives 0.58% (n = 410,000); AID 652048; in the data active = max activation above about 30%; also: 0% is about no effect; mostly tested at two doses, the higher about 12 µM
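Cells at 1500/well, incubated overnight, then treated with pinned compounds (dopamine as control) for 90 min at 37 degrees C. DiscoveRx reagent added for 30 - 60 minutes at room temperature; luminescence read.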
Numbers without * were called inactive; i = inactive; u = inconclusive; x = no result given; [ ] = dose if it differs, or a comment. Unless noted, calls follow the shape of the dose curve; as a rule, active = well fitted curve in the direction sought with a large enough effect; inconclusive = small, poorly fitted or top-dose-only effect, or another doubt; inactive = no such curve, though single readings can be large; an effect the other way counts as inactive or inconclusive. A portion of the library (hit frequency here may not be typical).

Start of the listing, in advance, 3 compounds:
SMILES	GLP-1R agonist	D3 antag	KB-V1 MDR tox	TDP43 rescue	PTHR1 agonist	HEK293 tox	GLP-1R inv ag	aSyn yeast inh	DRD3 agonist
COCCn1c(SCc2ccc(OC)c(F)c2)nnc1-c1ccncc1	7%	-10	0%	-19%	i	11%	8%	-4%	-11
CCOC(=O)N1CCN(C(=O)CN2C(=O)c3ccccc3S2(=O)=O)CC1	6%	16	18%	-14%	-21%	6%	19%	1%	18
Nc1nc(N)c(N=Nc2ccc(Cl)cc2)c(=O)[nH]1	-1%	0	7%	-3%	-29%	-18%	9%	-24%	-14

The list itself, repeating the preview:
SMILES	GLP-1R agonist	D3 antag	KB-V1 MDR tox	TDP43 rescue	PTHR1 agonist	HEK293 tox	GLP-1R inv ag	aSyn yeast inh	DRD3 agonist
COCCn1c(SCc2ccc(OC)c(F)c2)nnc1-c1ccncc1	7%	-10	0%	-19%	i	11%	8%	-4%	-11
CCOC(=O)N1CCN(C(=O)CN2C(=O)c3ccccc3S2(=O)=O)CC1	6%	16	18%	-14%	-21%	6%	19%	1%	18
Nc1nc(N)c(N=Nc2ccc(Cl)cc2)c(=O)[nH]1	-1%	0	7%	-3%	-29%	-18%	9%	-24%	-14
COc1ccc(-n2c(C)nc3cc(C(=O)NC4CCCCCC4)ccc32)cc1	x	x	-6%	8%	7%	-15%	u	x	-9
COc1ccc(/C=N/N2CCOCC2)cc1OCc1ccccc1	6%	12	0%	-12%[9.22 µM]	i	-7%[7.66 µM]	0%[7.66 µM]	-1%	-1
O=C(NCc1ccccc1)c1cc2ccc3cccnc3c2[nH]1	x	x	-3%	0%	-19%	-11%	15%	x	-11
CN(c1ccccc1)c1nc(N)c(C#N)c(CC#N)c1C#N	12%	9	7.3µM*	9%	i	-1%	95%[activator]	1%	-5
O=C(Nc1ccccc1C(F)(F)F)c1cc2nc(-c3ccccc3)cc(-c3ccccc3)n2n1	x	x	u	2%	i	-1%	3%	x	-4
CCOc1ccccc1N1CC(C(=O)Nc2c(C)n(C)n(-c3ccccc3)c2=O)CC1=O (stereo unspecified)	3%	34	11%	-4%[9.22 µM]	i	-4%	7%	3%	2
COC(=O)c1cn(NC(=O)C2COc3ccccc3O2)c(=O)c2ccccc12 (stereo unspecified)	3%	5	10%	20%	i	8%	5%	0%	0
Cc1nc(-c2ccc3c(c2)CCC(=O)N3)cs1	16%	3	1.3µM*	-16%	i	4%	53%[activator]	1%	13
Cc1cc(/C=N/n2cnnc2)c(C)n1-c1ccccc1	8%	-14	5.8µM*	15%	i	-6%	20%	2%	-2
O=C(CSc1cccc(C(F)(F)F)c1)NC(=O)c1ccccc1	7%	4	2%	u	i	-4%	0%	10%	5
Cc1cccc(N(CC(=O)NCCc2ccccc2)C(=O)CCC(=O)Nc2ccccn2)c1C	7%	-14	u	-17%	-25%	5%	-28%	-1%	-16
O=C(COc1ccc(F)cc1)Nc1ccc(C(=O)OCc2cc(=O)n3nc(C4CC4)sc3n2)cc1	x	x	u	17%	i	18%	-6%	x	1
COc1ccc(CN(Cc2nc3ccccc3c(=O)[nH]2)C(=O)NC2CCCCC2)cc1	3%	11	3%	8%	i	-14%	-5%	7%	4
Cc1ccc(CNC(=O)c2ccc3c(c2)nc(C)n3-c2cc(C)cc(C)c2)cc1	x	x	5%	x	-41%[inhibitor]	-5%	u	x	-2
O=C(/C=C/c1ccc(F)cc1)NC(=S)NC1CCCCC1	-1%	1	-9%	14%	i	-16%	u	-8%	-11
CCCn1c(=O)c2sccc2n2c(CCCC(=O)Nc3ccccc3OCC)nnc12	x	x	-9%	20%	-21%	-3%	2%	x	7
CCOCCCNC(=O)CN(Cc1ccc(Cl)cc1)S(C)(=O)=O	-9%	0	-29%	15%	i	9%	20%	4%	-4
Cc1ccc(C(=O)O/N=C\c2ccc(N3CCOCC3)c([N+](=O)[O-])c2)cc1	8%	9	u	0%	i	-2%	14%	6%	4
COc1cc(/C=C2/SC(=S)N(CC(=O)O)C2=O)ccc1OC(=O)c1ccco1	-4%	-6	10%	0%	-6%	u	-36%	-1%	-1
Cn1ccc2c(-c3cccc(C=O)c3F)cc3c(c21)C1CCC3C1 (stereo unspecified)	-2%	27	9%	u	-77%[inhibitor]	1%	-16%	-14%	4
CCCCCOC(=O)Nc1ccc(S(=O)(=O)Nc2cccc([N+](=O)[O-])c2)cc1	16%	u	-11%	-12%	-24%	9%	u	0%	-18
Cc1ccc(C(=O)CCNc2cccc(Br)c2)o1	7%	11	-2%	u	-7%[57.5 µM]	13%	u	7%	-4
SMILES	GLP-1R agonist	D3 antag	KB-V1 MDR tox	TDP43 rescue	PTHR1 agonist	HEK293 tox	GLP-1R inv ag	aSyn yeast inh	DRD3 agonist
CC(=O)Nc1ccc(S(=O)(=O)NC2Cc3ccccc3C2)cc1	-3%	-2	12%	1%	-3%	-3%	5%	u	0
CCC(Sc1nc2ncccc2[nH]1)C(=O)NCCc1ccccc1 (stereo unspecified)	-7%	-12	-10%	6%	-51%	0%	3%	1%	-8
O=C(Cn1cnc2ccccc2c1=O)NCCC(=O)Nc1ccc2c(c1)OCO2	3%	1	0%	-4%	i	-9%	-14%	-2%	3
O=C(CSc1nnc(C2CC2)n1Cc1ccccc1)c1cc2ccccc2o1	0%	u	-17%	19%	-4%[57.5 µM]	-12%	u	6%	-1
Cc1ccc(-c2cc(C(=O)N3CCOCC3)c3ccccc3n2)o1	10%	-2	-1%	-19%	i	93%[activator]	8%	-8%	-3
Cc1ccc(N/C=C/C(=O)c2ccccc2)cc1Br	3%	53	8%	6%	-39%[inhibitor]	-5%	11%	12%	-1
CN1CCC(=O)N([C@H](CC#N)c2ccccc2)CC1	4%	21	17%	-6%	i	u	10%	-27%	3
CCC(=O)N1CC2(CC(c3cccc(NC(=O)CC(c4ccccc4)c4ccccc4)c3)=NO2)C[C@H]1C(N)=O (stereo partly specified)	-2%	8	0%	3%	-5%	12%	17%	8%	-15
O=C1OCCN1C(=O)[C@H]1[C@H](c2ccccc2)C(c2ccc(F)cc2)=NN1c1ccc(Br)cc1	0%	17	0%	12%	-16%	52%[activator]	u	u	14
O=C(N/N=C/c1cccnc1)c1ccc(Cl)c(Cl)c1	0%	-26	12%	3%	-20%	4%	1%	3%	-25
COC(=O)c1ccc(CSc2nnc3sc4ccccc4n23)o1	9%	0	-2%	-2%	-6%[57.5 µM]	11%	17%	-2%	-6
O=C(Oc1ccc(F)c(F)c1)c1ccc2c(=O)n3c(nc2c1)CCC3	5%	25	12%	2%	-26%	5%	21%	-6%	18
COc1cccc(/C=N/N2C(=O)NC3(CCCCC3)C2=O)c1O	0%	u	10%	-11%	-14%[57.5 µM]	-21%	5%	7%	-2
Cc1ccccc1NC(=O)Cn1nnc(-c2ccc(CN3CCC(C)CC3)cc2)n1	1%	-10	u	7%	-16%	u	16%	0%	-8
CC(=O)Nc1ccc(NC(=O)C2CCCN2C(=O)NCc2ccccc2)cc1 (stereo unspecified)	0%	2	5%	0%	-9%	1%	1%	1%	8
CN(CC(=O)Nc1ccc(F)c(F)c1F)C(=O)CCCc1nc2ccccc2c(=O)[nH]1	0%	12	u	12%	i	3%	u	-2%	2
COc1ccc(-n2c(=S)[nH]c3cc(C(=O)Nc4cc(C(N)=O)ccc4OC)ccc3c2=O)c(OC)c1	0%	u	-4%	u	-17%	7%	-13%	2%	-20
CC(C)c1cc(-c2nc(-c3ccc(Br)cc3)no2)n[nH]1	x	x	-7%	u	-35%	-2%	-30%	x	7
CCOC(=O)/C=C1\SCC(=O)N1CC(=O)NCc1ccc(OC)c(OC)c1	0%	2	8%	8%	i	8%	17%	-1%	-3
C/C(=C\C(=S)Nc1ccccc1)Nc1ccccc1	-1%	u	0%	13µM*	i	u	u	-2%	-5
CCOC(=O)[C@]12CCC=C1N(Cc1cccc3ccccc13)C(=O)[C@H](CC(=O)NCCCCc1ccccc1)C2	7%	-9	16µM*	5%	-34%[inhibitor]	-8%	u	1%	-5
CCOC(=O)c1sc(=NC(=O)c2ccc(OC)c(OC)c2)n(C)c1C	-1%	13	5%	6%	-34%[inhibitor][57.5 µM]	6%	2%	-1%	-10
CCCOc1ccccc1OCC(=O)Nc1cc(Cl)ccc1-n1cncn1	12%	-1	u	u	-34%[inhibitor]	-6%	u	9%	-11
O=C1c2ccccc2NC(c2ccccc2O)N1c1ccc(F)cc1 (stereo unspecified)	4%	14	-1%	8%	-6%	2%	-6%	2%	3
COc1ccc(N2CCN(c3ccc([N+](=O)[O-])cc3Cl)CC2)cc1	6%	u	0%	-10%	i	4%	16%	-13%	1
SMILES	GLP-1R agonist	D3 antag	KB-V1 MDR tox	TDP43 rescue	PTHR1 agonist	HEK293 tox	GLP-1R inv ag	aSyn yeast inh	DRD3 agonist
COc1ccc(C(=O)Nc2cc(C(F)(F)F)ccc2-n2cnc3ccccc32)cc1	6%	16	-24%	12%	i	-7%	u	-6%	11
Cc1cc(F)ccc1NCc1ccc([N+](=O)[O-])cc1	10%	-18	-23%	u	i	16%	u	-10%	1
Cc1cccc(NC(=O)CN(C)C(=O)C2CCCC2)c1C	-2%	7	0%	11%	-60%[inhibitor]	-9%	16%	8%	-2
O=C(Nc1ccc(C(F)(F)F)cc1)c1ccc(NC(=O)C2CCCO2)cc1 (stereo unspecified)	2%	0	-27%	2%	-3%	-13%	u	1%	-3
O=C(Nc1ccc(Cl)cc1Cl)c1cc(S(=O)(=O)N2CCC3(CC2)OCCO3)ccc1F	x	x	x	12%	i	15%	10%	x	-1
COc1ccc(/C=C/C(=O)Nc2ccc(-n3nncc3-c3ccccc3)cc2)cc1OC	5%	9	u	0%	i	-23%	u	0%	3
COc1cccc(CN2CCC2(C)C(=O)Nc2cccc3cccnc23)c1OC (stereo unspecified)	1%	-30	u	-5%	-63%[inhibitor]	7%	u	-20%	0
c1ccc2c(c1)nc1n2CCN1	13%	-27	0%	-11%	1%[57.5 µM]	4%	3%	-14%	-3
